Screening results (PubChem BioAssay)
L3MBTL1 inh = blocks human L3MBTL1; Potency, µM (series often up to 57.1 µM), inactives show at the highest dose activity, negative = inhibition, usual class: inhibitors; actives 0.66% (n = 230,000); AID 485360; AlphaScreen L3MBTL1–H3K9me1 peptide binding; active means well fitted inhibition curve with a large enough effect; inconclusive means small, poorly fitted or top-dose-only effect; inactive means no such curve, though single readings can be large or run the other way; further: nearly all actives have a fitted effect of over 60% in size
Target sequence (Q9Y468 whole entry, looked up): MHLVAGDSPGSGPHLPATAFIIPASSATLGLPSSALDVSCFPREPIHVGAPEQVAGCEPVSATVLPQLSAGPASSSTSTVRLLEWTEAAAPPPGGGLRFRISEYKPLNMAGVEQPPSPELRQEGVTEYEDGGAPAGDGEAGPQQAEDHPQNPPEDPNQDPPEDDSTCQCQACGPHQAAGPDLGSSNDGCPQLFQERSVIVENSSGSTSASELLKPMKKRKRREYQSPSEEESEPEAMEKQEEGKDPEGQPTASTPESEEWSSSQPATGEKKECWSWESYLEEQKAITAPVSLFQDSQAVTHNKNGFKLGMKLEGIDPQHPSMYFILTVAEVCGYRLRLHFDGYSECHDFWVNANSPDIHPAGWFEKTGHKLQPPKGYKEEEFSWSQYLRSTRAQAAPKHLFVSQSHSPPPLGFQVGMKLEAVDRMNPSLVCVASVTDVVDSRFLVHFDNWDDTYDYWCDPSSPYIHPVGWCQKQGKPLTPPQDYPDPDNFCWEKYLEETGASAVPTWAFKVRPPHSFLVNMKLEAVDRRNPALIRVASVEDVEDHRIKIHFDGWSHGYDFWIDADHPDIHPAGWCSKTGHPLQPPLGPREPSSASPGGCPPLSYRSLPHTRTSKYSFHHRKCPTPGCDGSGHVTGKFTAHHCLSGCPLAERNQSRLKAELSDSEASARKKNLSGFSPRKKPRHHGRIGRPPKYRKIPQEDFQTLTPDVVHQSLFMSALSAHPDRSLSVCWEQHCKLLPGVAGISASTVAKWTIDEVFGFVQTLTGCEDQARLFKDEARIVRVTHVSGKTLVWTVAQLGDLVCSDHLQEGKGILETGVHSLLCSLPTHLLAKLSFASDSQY
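AlphaScreen proximity signal between nickel-chelate acceptor and streptavidin donor beads (final 10 ug/mL) reports binding of 50 nM L3MBTL1 to 75 nM biotin-H3 K9me1 peptide; complex incubated with compounds 30 min at room temperature; cefsulodin titration as control.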
Numbers without * were called inactive; u = inconclusive; [ ] = dose if it differs, or a comment. On the % scale 0 is the no-effect control and ±100 the full control effect; potency means the concentration at half of the fitted maximal effect. Not all compounds are listed (hit frequency here may not be typical).

SMILES	L3MBTL1 inh
CN1CCN(c2ccc(-c3cccc(NC(=O)COc4ccc(Cl)cc4Cl)c3)nn2)CC1	5.1%
CN(CC(=O)Nc1ccccc1Br)C(=O)c1cc2c(s1)CCCCC2	-3.0%
O=C(Cn1c(=O)oc2ccccc21)N1CCN(S(=O)(=O)c2ccccc2)CC1	-1.5%
CC(=O)N1CCN(CC(c2ccccc2)c2ccccc2)CC1	2.0%
NC(=O)C1CCN(C(=O)c2ccc(OCC(=O)Nc3cccc(C(F)(F)F)c3)cc2)CC1	u
COc1cccc(CN(C)S(=O)(=O)c2c(C)noc2C)c1OC	3.0%
Cc1cnc(C(=O)OCC(=O)Nc2ccc(Br)cc2F)cn1	2.2%
Cc1c(C(=O)OCC(=O)N2CCCC(C)C2)oc2ccccc12 (stereo not drawn)	0.1%
COc1ccc(-c2ccc(CNCc3ccccn3)o2)cc1Cl	-24.8%
CCCCn1c(N)c(N(CC(C)C)C(=O)CCCn2c(=O)oc3ccccc32)c(=O)[nH]c1=O	2.8%
CCOC(=O)N1CCN(C(=O)COC(=O)C2CCN(S(=O)(=O)c3ccc(C)c(C)c3)CC2)CC1	1.2%
O=C(Cn1cnc2c(OCc3ccccc3)ncnc21)NCc1nc2ccccc2[nH]1	2.7%
CN(CCOc1ccccc1)C(=O)c1ccc2c(=O)n3c(nc2c1)CCC3	1.2%
CN(CC(=O)Nc1cccc(F)c1)C(=O)c1ccccc1-n1cnnn1	-12.4%
Cc1cc(C)c(S(=O)(=O)N2CCOC2CNC(=O)C(=O)NCCc2ccc(S(N)(=O)=O)cc2)c(C)c1 (stereo not drawn)	u
CC1CN(S(=O)(=O)c2cccc(C(=O)OCC(=O)N3CCCCCC3)c2)CC(C)O1 (stereo not drawn)	4.8%
CCCNC(=O)c1ccc(N2CCC3(CC2)CC(c2ccccc2)=NO3)c(NC(=O)c2ccccc2)c1	-0.6%
COc1ccc(N(CC(=O)N2CCN(Cc3ccccc3)CC2)S(C)(=O)=O)c(OC)c1	1.5%
O=C1Nc2ccc(Br)cc2C1Cc1ccccc1F (stereo not drawn)	10.9%
O=C(N/N=C/c1cc([N+](=O)[O-])ccc1O)C(O)(c1ccccc1)c1ccccc1	15.7%
Cn1c(-c2ccsc2)c(-c2cccs2)c2cc(-c3ccc4[nH]ccc4c3)ccc21	-6.3%
Nc1ncn(C2O[C@H](CO)[C@@H](O)[C@H]2O)c(=O)n1 (stereo partly drawn)	5.9%
CCCCN(C(=O)c1cc(CC)c(C)s1)c1c(N)n(CCC)c(=O)[nH]c1=O	3.0%
Cc1cc(OCC(=O)Nc2ccccc2N2CCCC2)ccc1C(C)C	-1.2%
O=C(NC1=NCCS1)C1CCN(S(=O)(=O)c2cc([N+](=O)[O-])ccc2Cl)CC1	-93.7%
CCOC(=O)CC[C@H](NC(=O)Cn1cnc2c(OCc3ccccc3)ncnc21)C(=O)OCC	-2.4%
Cc1c(S(=O)(=O)NC2CCCCC2)c(=O)n(C)c(=O)n1C	-5.3%
CCCC[C@@H]1C=C(C(=O)O)[C@H](c2ccc(C)cc2)N1S(=O)(=O)c1ccc(C)cc1	2.6%
CN(C(=O)COC(=O)c1cc2ccccc2oc1=O)C1CCCCC1	-0.7%
CCCN(CCC)S(=O)(=O)c1ccc(C(=O)NCc2ccco2)cc1	0.0%
COc1ccc(S(=O)(=O)Nc2ccc3c(c2)C(=O)N([C@H](C)CO)C[C@H](C)[C@H](CN(C)Cc2ccc(C(=O)O)cc2)O3)cc1	1.4%
CC1NC(=O)c2ccccc2-n2c1nc1cc(F)ccc1c2=O (stereo not drawn)	2.4%
C=CCN(CC(=O)NC1CC1)S(=O)(=O)c1cccc(C(F)(F)F)c1	0.7%
Cc1ccc(C)c(S(=O)(=O)N2CCCC2CNC(=O)C(=O)NC2CC2)c1 (stereo not drawn)	0.6%
Cc1ccc(S(=O)(=O)N2CCN(C(=O)c3cc(C4CC4)nc4c3cnn4C(C)C)CC2)cc1	-5.4%
CCCN(CC(=O)Nc1ccccc1C)C(=O)c1ccc(N2CCOCC2)c([N+](=O)[O-])c1	-2.0%
COc1cccc(OC)c1C(=O)Nc1nnc(-c2ccc(F)cc2)s1	0.1%
Cc1nc(SCc2nc3c(F)cccc3[nH]2)c2oc3ccccc3c2n1	9.7%
Cc1ccc(C(=O)NCC(=O)NCCSc2ccc(Br)cc2)cc1	5.9%
CC(=O)NCC(=O)NC1CCCc2c1cnn2-c1ccccc1F (stereo not drawn)	-5.8%[2.29 µM]
CCOC(=O)C1CCN(C(=O)c2cc(-c3ccncc3)nc3ccccc23)CC1	4.8%
Cc1cc(C(=O)N2CCN(S(=O)(=O)c3ccccc3C#N)CC2)c(C)o1	-2.8%
O=C(COC(=O)C1CC2CCCC(C1)C2=O)Nc1ccccc1 (stereo not drawn)	-1.8%
Cc1cc[n+](C(C)C(=O)c2ccc(Cl)cc2)cc1 (stereo not drawn)	3.8%
Cc1c(C(=O)Nc2cc(F)cc(F)c2)cnn1-c1ccccc1	-1.5%
CC(C)C(NC(=O)c1ccccc1)C(=O)OCC(=O)N1CCCC1 (stereo not drawn)	-7.3%
CCCCN(C(=O)c1ccc2c(c1)S(=O)(=O)N=C1CCCCCN12)c1c(N)n(CCCC)c(=O)[nH]c1=O	3.2%
CC(C)c1ccc(OCC(=O)Nc2c3c(nn2C(C)(C)C)CS(=O)(=O)C3)cc1	1.3%

Looked up above:
Cc1cc[n+](C(C)C(=O)c2ccc(Cl)cc2)cc1 (stereo not drawn) @ L3MBTL1 inh = 3.8%
O=C(COC(=O)C1CC2CCCC(C1)C2=O)Nc1ccccc1 (stereo not drawn) @ L3MBTL1 inh = -1.8%

(more compounds)
SMILES	L3MBTL1 inh
COc1ccc(CCN(C)C(=O)C2CCN(C(=O)Nc3ccccc3)CC2)cc1OC	6.5%
O=C([C@@H]1CCCN1C(=O)c1cccs1)N1CCN(S(=O)(=O)c2ccccc2F)CC1	-1.1%
COc1ccccc1C(=O)NNC(=O)c1ccccc1	2.8%
CCOc1ccc2[nH]c3nc(SCC(=O)OC(C)C)nnc3c2c1	-0.9%
CN(C)C(CNC(=O)c1cc(S(=O)(=O)N(C)c2ccc(F)cc2)ccc1Cl)c1ccco1 (stereo not drawn)	2.6%
COc1cc(C(=O)NC23CC4CC(CC(C4)C2)C3)cc(OC)c1OC	6.0%
N#Cc1ccc(C2=CC(=O)C[C@H](c3ccc(F)cc3)C2)cc1	-15.5%
O=S(=O)(c1ccc(F)cc1)N1CCN(CCOc2ccccc2)CC1	-7.0%
O=C(NNC(=O)c1ccccc1Cl)c1ccc2c(=O)n3c(nc2c1)CCC3	-3.7%
COc1ccc(-c2noc(N3CCC(C(=O)N(C)c4ccccc4)CC3)n2)cc1	-1.2%
CC(C)(C)[C@@H]1CCC(=O)N(CC[C@H](Sc2ccccc2)c2ccccc2)CC1	11.3%
CC(=O)c1sc(NC(=O)CN2C(=O)NC3(CCCC3)C2=O)nc1-c1ccccc1	-5.9%
CN(Cc1ccccc1)C(=O)c1nc[nH]c1C(=O)N1CCN(c2ccccc2)CC1	0.9%
Cc1ccnc(Nc2nc(-c3ccc(O)cc3)cs2)c1	-4.4%
COc1cc2c(cc1OC)[C@@H](NC(=O)CCc1ccccc1)[C@H](O)C2	-10.8%
CCOC(=O)c1c(NC(C)=O)sc2c1CCN(Cc1ccccc1)C2	0.0%
O=C(c1ccc(Cl)cc1)C1CCN(C(=O)c2ccccc2)CC1	1.3%
O=C(Cc1ccccc1[N+](=O)[O-])OCC(=O)c1ccccc1Br	-9.0%
C[C@@H]1CN([C@H](C)CO)C(=O)c2cccc(NC(=O)Nc3ccc(F)cc3)c2O[C@H]1CN(C)C(=O)Nc1ccc(C(F)(F)F)cc1	-4.0%
COc1ccc(N(C)S(=O)(=O)c2cccc(C(=O)N3CCN(Cc4ccc5c(c4)OCO5)CC3)c2)cc1	-9.7%
COc1ccccc1C(C)NC(=O)c1ccc(S(=O)(=O)NCc2ccco2)cc1 (stereo not drawn)	2.0%
COc1cc(OC)cc(C(=O)NNC(=O)Cc2cccs2)c1	u
COC(=O)[C@H](Cc1ccc(O)cc1)NC(=O)Cn1ccc(NC(=O)OCc2ccccc2)nc1=O	2.5%
COc1ccccc1-c1sc2ccccc2c1-c1ccc(C(C)=O)cc1	35.8%[activator]

4 consecutive records already listed, quoted:
SMILES	L3MBTL1 inh
CN(Cc1ccccc1)C(=O)c1nc[nH]c1C(=O)N1CCN(c2ccccc2)CC1	0.9%
Cc1ccnc(Nc2nc(-c3ccc(O)cc3)cs2)c1	-4.4%
COc1cc2c(cc1OC)[C@@H](NC(=O)CCc1ccccc1)[C@H](O)C2	-10.8%
CCOC(=O)c1c(NC(C)=O)sc2c1CCN(Cc1ccccc1)C2	0.0%

Returning to the listing; the 6 compounds before the break are reprinted first.
SMILES	L3MBTL1 inh
C[C@@H]1CN([C@H](C)CO)C(=O)c2cccc(NC(=O)Nc3ccc(F)cc3)c2O[C@H]1CN(C)C(=O)Nc1ccc(C(F)(F)F)cc1	-4.0%
COc1ccc(N(C)S(=O)(=O)c2cccc(C(=O)N3CCN(Cc4ccc5c(c4)OCO5)CC3)c2)cc1	-9.7%
COc1ccccc1C(C)NC(=O)c1ccc(S(=O)(=O)NCc2ccco2)cc1 (stereo not drawn)	2.0%
COc1cc(OC)cc(C(=O)NNC(=O)Cc2cccs2)c1	u
COC(=O)[C@H](Cc1ccc(O)cc1)NC(=O)Cn1ccc(NC(=O)OCc2ccccc2)nc1=O	2.5%
COc1ccccc1-c1sc2ccccc2c1-c1ccc(C(C)=O)cc1	35.8%[activator]
CCCCn1c(N)c(N(CCOC)C(=O)COC(=O)CCOc2ccccc2)c(=O)[nH]c1=O	-1.0%
O=C(c1cn(-c2ccccc2)nc1-c1cccnc1)N1CCCC(C(F)(F)F)C1 (stereo not drawn)	-1.4%
CCN1C(=O)[C@H]2[C@@H](c3ccc(-c4ccc(OC)cc4)c(OC)c3)N[C@@](C)(C(=O)OC)[C@H]2C1=O	-8.7%
C[C@H](NC(=O)Cc1cccc2ccccc12)C(=O)N1CCOCC1	5.6%
Cc1cc(=O)n2nc(N3CCCC(C(=O)NCc4ccccc4C)C3)sc2n1 (stereo not drawn)	u
CCCCn1c(N)c(N(CCOC)C(=O)CCC2CCCCC2)c(=O)[nH]c1=O	4.3%
COc1cc(CCC(=O)Nc2ccc(S(=O)(=O)N3CCCC3)cc2)cc(OC)c1OC	1.3%
CCOc1c(Br)cc(C2CC(=O)Nc3cc(OC)c(OC)cc32)cc1OC (stereo not drawn)	-8.9%
CC1CCN(C(=O)c2ccc(S(=O)(=O)N3CCCC3)cc2)CC1	0.9%
CCOc1ccc(NC(=O)CSc2nnc(C)n2C2CC2)cc1S(=O)(=O)N1CCCC1	-0.3%
COc1ccc2nc(SC(C)C(=O)NC3(C#N)CCCCC3)[nH]c2c1 (stereo not drawn)	2.5%
CC(C)(C)OC(=O)CNC(=O)c1nc[nH]c1C(=O)N1CCNCC1	7.1%
COc1ccc(S(=O)(=O)N2CCOCC2)cc1NC(=O)c1cc2ccccc2o1	-12.4%
COc1cc(OC)cc(-c2c(C#Cc3ccsc3)c3cc(-c4ccccc4OC)ccc3n2C)c1	-5.8%
O=C1c2ccccc2C(=O)c2c1cccc2N(CCO)CCO	-17.0%
CC(C)C[C@@H](CNC(=O)OC(C)(C)C)NC(=O)c1nc[nH]c1C(=O)N[C@@H](CC(C)C)C(=O)CNC[C@H](CC(C)C)NC(=O)c1nc[nH]c1C(=O)N[C@@H](Cc1c[nH]c2ccccc12)C(=O)OC(C)(C)C	-5.1%
O=C(COC(=O)COc1ccc(Cl)cc1)Nc1ccc2c(c1)OCCO2	34.9%[activator]
Clc1ccccc1/C=N/Nc1cc(N2CCOCC2)ncn1	1.6%
COc1ccccc1N1CC(C(=O)OCc2nc(N)nc(Nc3ccccc3)n2)CC1=O (stereo not drawn)	7.2%
COC(=O)c1cc(NC(=O)COC(=O)CCc2c[nH]c3ccccc23)cc(C(=O)OC)c1	2.5%
Cc1ccc2cccc(OCC(=O)N(C)CC(=O)Nc3ccc(F)cc3)c2n1	3.6%
CCCCn1c(N)c(N(CC)C(=O)C2COc3ccccc3O2)c(=O)[nH]c1=O (stereo not drawn)	-7.5%
Cc1cc(C)n(-c2ccc(C(=O)OCC(=O)Nc3ccccc3F)cc2)n1	-2.0%
CN(C)S(=O)(=O)N1CCc2ccc(NC(=O)c3ccc(C(F)(F)F)cc3)cc2C1	5.5%
O=C(O)CCC(=O)Nc1ccc(OCC2CCCO2)cc1 (stereo not drawn)	5.0%
Cc1cc(OCC(=O)NN2C(=O)c3ccccc3C2=O)ccc1Cl	0.5%
O=C(NCc1ccccc1)c1onc(CS(=O)(=O)c2ccc(Cl)cc2)c1C(=O)NCc1ccccc1	3.1%
O=C(Nc1cc(S(=O)(=O)N2CCOCC2)ccc1N1CCCC1)c1ccc(F)cc1	-1.1%
O=C(COC(=O)c1ccc(S(=O)(=O)N2CCCC2)cc1)Nc1ccccc1	-5.6%
O=C(Nc1ccon1)c1nc[nH]c1C(=O)N1CCc2ccccc2C1	-0.1%
CC(=O)Nc1ccc(S(=O)(=O)NCC(=O)NNC(=O)c2csc(N3CCOCC3)n2)cc1	8.6%
COc1cccc(CN2CCSCC2)c1OC	-2.4%
O=C(COC(=O)c1ccc(S(=O)(=O)N2CCCCCC2)cc1)NCc1ccc(Cl)cc1	0.0%
CCc1ccccc1NC(=O)CNC(=O)CNC(=O)Cc1ccccc1	7.6%
COc1ccc(S(=O)(=O)N(C)C)cc1NC(=O)c1ccc2c(c1)NC(=O)C(C)S2 (stereo not drawn)	-1.6%
CCCn1c(C(C)Nc2nc(-c3ccc(Cl)c([N+](=O)[O-])c3)cs2)nc2ccccc21 (stereo not drawn)	-17.9%
COc1ccc(OC)c(N2C(=O)CCCC2=O)c1	-3.8%
C=CCn1c(=O)c(C(=O)Nc2ccc(C)cc2)c(O)c2ccccc21	-0.2%
Fc1ccc2cnc(-c3ccccc3F)cc2c1	7.3%
Cc1cccc(C(=O)OCC(=O)N2CCCC2=O)c1O	3.2%
CC1(c2ccccc2Cl)NC(=O)N(CC(=O)N2c3ccccc3NC(=O)C2(C)C)C1=O (stereo not drawn)	-5.2%
